LANA DNA inh – KSHV C-LANA DNA binding inhibition | MBP-C-LANA/FAM-LBS DNA binding, fluorescence polarization | inhibition, % at 9 µM | hit rate 0.078% among 340,000;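 active = highest replicate inhibition at or above 60% at 9 µM, even if other replicates fall short; inactive = all replicates below 60% inhibition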;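 note: 0% = neutral control wells and 100% = 4 µM acridine orange control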
Cardiac RTF inh – cardiac RTF calcium desensitization; IANBD-labeled cardiac RTF, Ca2+ fluorescence; AID 493244; hit rate 0.12% among 340,000; inhibition, % at 7.15 µM;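 active = inhibition above the mean inhibition of all tested compounds plus 3 SD, cut at about 17% in these data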;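 note: assay run at fixed EC70 calcium of 1.6 mM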
cardiac RTF act – increases calcium sensitivity of human cardiac regulated thin filaments | P19429+P45379 | IANBD-labeled TnC RTF fluorescence at EC20 calcium; 0% EC20 calcium, 100% full calcium | activation, % at 7.2 µM | hit rate 0.24% among 340,000 | AID 493008;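 active = activation above the mean over all tested compounds plus 3 SD, cut at about 30% in these data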;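 note: rise in fluorescence read as greater calcium sensitivity of cardiac thin filaments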
PfHsp90 yeast 2 – reduces growth (ATP signal) of yeast expressing P. falciparum Hsp90; S. cerevisiae expressing PfHsp90, BacTiter-Glo ATP, 48 h; yeast lacking PDR1 and PDR3 efflux regulators; hit rate 0.32% among 310,000; AID 504621; inhibition, % at 9.4 µM;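 active = every replicate shows inhibition above about 80%, whatever the replicate mean, limit read from the data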;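 note: 0% = DMSO neutral controls and 100% = 20 µM radicicol positive controls; yeast relying on Plasmodium falciparum Hsp90 in place of its own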
NSD2 HMT inh – inhibitors of human histone methyltransferase NSD2. O96028. NSD2 peptide methylation, AlphaScreen, 120 min. inhibition, % at 12.5 µM. hit rate 0.54% among 310,000; in the data active = inhibition above about 50%
PvdQ inh – blocks Pseudomonas aeruginosa PvdQ acylase activity; inhibition, % at 10 µM; purified PvdQ acylase, fluorescence plate reader; hit rate 0.063% among 340,000; AID 488965; in the data active = inhibition above about 30%, passing the limit was not always enough;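 note: 0% = vehicle neutral wells and 100% = reference inhibitor wells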
dFosB act – enhances mouse delta FosB homodimer DNA binding | AID 493131 | purified delta FosB, TAMRA-CDK5 oligo fluorescence polarization; percent of positive-control signal above neutral wells | P13346 | activation, % at 25 µM | hit rate 0.99% among 340,000;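 active = mean activation above about 17%, with every replicate also reaching it, limit read from the data, passing the limit was not always enough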;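 note: fluorescence polarization rise as delta FosB binds a TAMRA Cdk5 AP-1 oligo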
Keap1 Nrf2 FP – disrupts human Keap1 binding to Nrf2 peptide; inhibition, % at 9.4 µM; AID 504523; Keap1 Kelch-Nrf2 peptide fluorescence polarization, 1536-well; hit rate 0.15% among 340,000; Q14145; in the data active = inhibition above about 12%;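 note: human Keap1 Kelch domain with fluorescein labeled Nrf2 9mer peptide probe; 0% = neutral control wells and 100% = peptide positive control; higher means more block of Keap1 binding to Nrf2 peptide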
Rtt109 HAT inh – blocks Candida albicans Rtt109/Vps75 acetyltransferase activity. purified Rtt109/Vps75, ThioGlo CoA-SH fluorescence, 4 h. hit rate 0.16% among 330,000. Q5AAJ8. inhibition, % at 34.9 µM;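 active = inhibition of at least 50% in every replicate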
Target sequence (Q5AAJ8 whole entry, looked up): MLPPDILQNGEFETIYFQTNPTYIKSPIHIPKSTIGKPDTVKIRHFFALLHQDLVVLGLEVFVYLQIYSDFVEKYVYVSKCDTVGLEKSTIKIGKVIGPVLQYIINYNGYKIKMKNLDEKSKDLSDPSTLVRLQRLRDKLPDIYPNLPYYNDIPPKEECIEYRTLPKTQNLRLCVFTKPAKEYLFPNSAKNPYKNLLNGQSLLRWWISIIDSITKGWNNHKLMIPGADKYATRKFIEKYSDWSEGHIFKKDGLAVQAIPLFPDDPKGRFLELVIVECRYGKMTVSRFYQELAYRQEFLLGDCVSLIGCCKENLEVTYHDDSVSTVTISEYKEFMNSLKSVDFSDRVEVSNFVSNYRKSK
Mot1-301 SUMO – SUMOylation pathway inhibition by Mot1-301 growth rescue; hit rate 1% among 320,000; S. cerevisiae Mot1-301 growth rescue, ATP luminescence, 38.5C; percent above DMSO median, 100 means doubled; growth rescue, % at 18.8 µM;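 active = every valid replicate shows activation above 250% relative to neutral control wells; inactive = the rest, any valid replicate at or below 250%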;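 note: OY570 slx delta 5 strain wells were the positive control but not used for scaling; some compounds called inactive have numbers as strong as hits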
CDK5 inh – blocks human CDK5/p35 kinase activity. inhibition, % at 10 µM. Recombinant CDK5/p35, ADP-Glo luminescence, 60 min. hit rate 0.01% among 330,000. Q00535+Q15078;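 active = highest replicate inhibition of at least 50% and at least 75% of replicates reaching 50%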;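 note: plate controls were DMSO neutral control for no effect and GW8510 at 10 µM for full effect; many of its hits are not listed in these tables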
Target sequence (Q00535 whole entry, looked up): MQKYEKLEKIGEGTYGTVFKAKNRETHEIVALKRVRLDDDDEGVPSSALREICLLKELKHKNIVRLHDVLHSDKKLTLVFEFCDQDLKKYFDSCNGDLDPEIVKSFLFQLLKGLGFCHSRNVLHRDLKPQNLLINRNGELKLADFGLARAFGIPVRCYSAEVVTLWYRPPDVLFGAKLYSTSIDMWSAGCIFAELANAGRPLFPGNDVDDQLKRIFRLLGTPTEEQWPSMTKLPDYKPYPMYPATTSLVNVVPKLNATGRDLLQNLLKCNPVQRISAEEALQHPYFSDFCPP
Target sequence (Q15078 whole entry, looked up): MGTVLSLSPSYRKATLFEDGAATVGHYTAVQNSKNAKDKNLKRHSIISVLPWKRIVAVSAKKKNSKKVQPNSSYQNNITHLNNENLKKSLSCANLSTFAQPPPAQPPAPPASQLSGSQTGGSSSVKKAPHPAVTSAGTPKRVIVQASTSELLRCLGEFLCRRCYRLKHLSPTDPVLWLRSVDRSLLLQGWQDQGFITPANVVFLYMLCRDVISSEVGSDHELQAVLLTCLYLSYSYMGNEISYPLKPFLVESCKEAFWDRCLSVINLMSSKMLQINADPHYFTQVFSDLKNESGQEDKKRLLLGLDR
Starred values were filed as active, the others as inactive; . = no result given. An unsorted share of the library; any-hit rate near 3.2%.

The line under a structure holds: Rtt109 HAT inh	PvdQ inh	cardiac RTF act	LANA DNA inh	Cardiac RTF inh	PfHsp90 yeast 2	NSD2 HMT inh	CDK5 inh	Mot1-301 SUMO	Keap1 Nrf2 FP	dFosB act
COc1ccccc1NC(=O)CN1CCCCCC1
    -12	-3	-5	-0.6	-5	23	1	-0.6	8	-2	-2
COC(=O)Cn1c(=NC(=O)c2cccc(OC)c2)sc2cc(OC)ccc21
    -241	-17	5	-0.3	-7	34	-2	-1.4	2	-4	-9
COc1ccc(C)cc1NC(=O)CN1CCN(CC(=O)Nc2ccccc2F)CC1
    4	-13	0	0.0	-11	19	0	3.1	194	0	2
COc1ccc(C[C@H]2CN3C(=NC[C@@H]3Cc3ccccc3)N2CCNC(=O)CCC2CCCCC2)cc1
    2	-2	2	-1.0	9	2	.	1.5	-9	1	10
CCOC(=O)CNS(=O)(=O)Cc1ccccc1
    4	-13	-6	3.2	-10	1	.	0.6	-18	3	-1
Cc1oc2ccc(OCc3cccc(Cl)c3)cc2c1C(=O)O
    5	-8	-8	3.2	2	3	5	0.7	14	-1	-4
COc1ccc(S(=O)(=O)N2CCCCCC2)cc1C(=O)NCCc1ccccc1
    8	4	-7	-0.2	2	.	-2	0.1	2	-5	-11
O=c1[nH]c2cc3c(cc2cc1CN(Cc1nnnn1C1CCCC1)C1CCCC1)OCCO3
    -1	9	-7	-4.4	-8	.	6	0.7	4	2	-15
O=C1C=C(c2ccc(C(=O)O)c(Cl)c2)C[C@@H](c2ccc3c(c2)OCO3)C1
    3	-13	10	0.8	-11	-7	.	-2.3	-14	-4	-7
O=[N+]([O-])c1ccc(O)c(C(C#Cc2ccccc2)N2CCOCC2)c1 (centres undefined)
    6	-3	-3	-13	-2	-14	2	4.9	-1	3	-8
COC(=O)Cn1c2[n+](c3ccccc31)CC(O)CS2 (centres undefined)
    -3	-15	-2	-1.2	-3	-21	0	-0.1	-5	-6	7
CCN(CC)CCCNC(=O)C1CCCN(c2nnc(N3CCCC3=O)s2)C1 (centres undefined)
    -2	-1	-2	-0.1	-3	-7	22	0.4	2	2	10
COc1ccc(-c2sc3ccc(-c4ccc5c(c4)OCO5)cc3c2-c2ccc(OC)nc2)cc1
    5	-8	-4	0.4	-13	.	.	0.8	4	4	-15
CCC(=O)Nc1cccc(NC(=O)c2cccc([N+](=O)[O-])c2C)c1
    .	-12	-10	0.1	-18	6	-2	-3.9	-7	-5	-2
O=C(COC(=O)C1COc2ccccc2O1)Nc1cccc(S(=O)(=O)N2CCCCC2)c1 (centres undefined)
    0	7	-1	-1.1	13	.	-2	0.5	1	-2	-8
CCc1cccc(NC(=O)CN(C)S(=O)(=O)c2cccs2)c1
    -7	8	1	-0.1	3	-10	-7	1.2	1	-1	-4
COc1ccc(-c2nnc(SCC(=O)c3ccc[nH]3)o2)cc1
    -15	-7	6	2.0	-2	-2	-1	1.6	38	2	6
OC1C2(Cc3ccccc3)CN3CCN(C2)CC1(Cc1ccccc1)C3 (centres undefined)
    4	-8	9	-0.4	0	10	1	-0.7	.	2	-4
Cc1noc(C)c1COc1ccccc1C(=O)NNC(=O)c1ccccc1
    -5	-10	8	-0.3	-6	7	-5	0.6	-1	1	1
COc1cc(OC)c(-n2cc(-c3ccc(OC)c(OC)c3)[nH]c2=S)cc1Cl
    0	-6	-4	0.1	4	14	22	2.8	10	2	4
O=C(C1CCCN(S(=O)(=O)c2cccc3nonc23)C1)N1CCN(c2ccccc2Cl)CC1 (centres undefined)
    13	3	-1	-2.4	8	-3	-1	-0.4	115	-10	-10
Cc1csc(NC(=O)CN2C(=O)C3CC=CCC3C2=O)n1 (centres undefined)
    5	-13	3	-0.9	-3	1	8	0.1	-5	2	-4
CN(C)CCOC1c2ccccc2CSc2ccccc21 (centres undefined)
    -2	0	-2	0.2	-1	-7	10	1.9	3	-2	2
N/C(=N\OC(=O)c1cccc(Cl)c1)c1ccccn1
    6	-2	-5	0.2	-5	22	-3	0.2	-8	0	-5
O=C(O)c1ccc(NCCc2ccc(Cl)cc2)c([N+](=O)[O-])c1
    7	-8	2	1.4	-14	-31	6	-1.3	-1	-5	-1
COc1ccc(-c2ccc3c(c2)S(=O)(=O)c2cccc(C(=O)NC4CCCC4)c2C3=O)cc1OC
    -5	-8	-1	3.9	2	-4	.	-1.0	-2	3	-1
CCCCCn1c(CN2CCN(C(=O)c3ccco3)CC2)nc2c1c(=O)n(C)c(=O)n2C
    -9	-1	2	-0.7	-4	-16	.	-0.3	-10	4	-3
CN(C)CCCN(C(=O)c1cc(Cl)sc1Cl)c1nc2cc3c(cc2s1)OCO3
    7	-4	5	-2.7	-6	-10	9	-0.5	-9	-3	12
CCN(C(=O)Cn1c(=O)oc2ccccc21)C1CCS(=O)(=O)C1 (centres undefined)
    -5	-7	-3	0.6	1	10	2	-1.4	51	1	2
Cc1cccnc1NC(=O)c1c(O)c2cccc3c2n(c1=O)CCC3
    -10	7	-3	0.1	-1	28	.	0.6	-9	-1	4
COc1ccc(Cl)cc1N1C(=O)CC(N2CCN(S(=O)(=O)c3ccccc3F)CC2)C1=O (centres undefined)
    -14	-6	2	-1.0	-2	.	-1	-0.2	8	-3	-10
CSc1nnc(CCNS(=O)(=O)c2ccccc2Br)n1C
    2	-2	-3	0.2	-6	-24	.	2.1	-8	-4	-3
Cc1cc(Cl)c(OCCOCCN2CCCC(C)C2)c(Br)c1 (centres undefined)
    -4	-10	0	-2.0	0	-41	6	0.6	38	-9	-10
O=C(CSc1nc(-c2ccco2)cc(C(F)(F)F)n1)N1CCN(c2ccc(Cl)cc2)CC1
    0	-7	4	-0.9	-11	-17	-1	-0.6	-17	-3	-8
CC1CCN(CCCNC(=O)C2CCN(S(=O)(=O)N3CCCCC3)CC2)CC1
    -3	4	-5	-0.6	-1	-10	12	2.3	1	-1	9
CCn1c(=O)c(C(=O)NNS(=O)(=O)c2ccc(NC(=O)OC)cc2)c(O)c2ccccc21
    -1	-13	-3	-0.3	-17	-7	-2	2.5	9	2	-5
CC(C)N1CCN(Cc2cccn2-c2nccs2)CC1CCO (centres undefined)
    14	-16	1	1.3	-7	0	-1	-0.9	-4	2	-4
CCOC(=O)C1(CCOc2ccccc2)CCN(Cc2ccncc2)CC1
    -5	-6	5	-0.7	-6	1	1	-1.1	-1	-1	2
Cc1occc1-c1nnc(SCC(=O)N(C)C)o1
    -25	-11	-2	-1.0	-14	7	-1	-3.0	-11	-5	-14
CCN(CC)CC(=O)Nc1sc2c(c1C(=O)c1ccccc1OC)CCC2
    -3	6	0	1.4	4	-10	-2	0.5	206	0	-4
N#Cc1nc(Cc2cccc3ccccc23)oc1NCc1ccc(F)cc1
    -6	6	-7	0.1	-6	2	-3	-1.3	6	-2	-5
Cc1cccc(Sc2ccc([N+](=O)[O-])cn2)c1
    6	15	1	-1.9	-25	8	3	1.0	23	-7	-9
COc1ccc(Cc2nnc(NC(=O)c3ccc(F)cc3)s2)cc1OC
    -5	-5	-5	-0.1	-1	-27	0	2.6	10	-3	4
Cc1ccc(NC(=O)Cn2nnc(C(=O)NCc3cccs3)c2N)c(C)c1
    4	6	0	-1.1	-5	6	-1	1.8	3	-3	13
Cc1ccc(C)c(Cn2nnc3c(=O)[nH]c(C4CCN(S(=O)(=O)c5ccc(S(=O)(=O)NC6CC6)cc5)CC4)nc32)c1
    15	-8	-6	0.9	-34	-21	-2	-0.7	-10	5	-18
COc1ccc(-c2csc(Nc3ncccn3)n2)cc1C
    6	8	-4	1.3	-2	7	-1	0.0	-3	-2	1
O=C(Cc1ccc(Br)cc1)N1CCN(C(=O)c2ccccc2)CC1
    2	-13	0	-0.5	2	-1	1	1.1	-2	-2	-2
COc1ccc(C2CC(c3ccccc3)=NN2C(=O)COC(=O)c2cccc(N)c2)cc1 (centres undefined)
    -1	-5	-2	0.0	-5	2	34	1.2	10	1	-5
COc1ccccc1N1CCN(CC(=O)NCCc2ccc(S(N)(=O)=O)cc2)CC1
    -1	-5	3	0.1	-5	16	1	-0.1	10	-1	0
N#Cc1nc(-c2cccs2)oc1NCc1ccc2c(c1)OCO2
    7	-14	-6	3.3	-1	-11	1	-0.9	-11	1	4
CC1=C(C(=O)Nc2cccnc2)C(c2ccccn2)n2nnnc2N1 (centres undefined)
    .	-12	-3	-0.5	-4	.	1	-0.5	34	0	-7
CCOc1ccc(S(=O)(=O)N(C)c2ccc(OCC(=O)Nc3ccccc3F)cc2)cc1
    -1	-6	-1	-3.6	-2	.	-1	0.5	.	-1	-6
COc1cc(OC)c(NC(=S)Nc2cc(Cl)cc(Cl)c2)cc1Cl
    1	14	-1	-1.6	0	-4	-2	-0.9	15	-2	6
COCCN=c1scc(-c2cccs2)n1/N=C/c1ccc(O)c(O)c1O
    5	-6	0	0.3	-7	7	.	-0.3	-9	-2	-8
C=CCn1c(SCC(=O)NC2CCCC2)nnc1-c1ccccn1
    -6	15	-1	1.9	-2	-3	0	0.4	107	0	-5
CC(C)(C)CN1CCNC(=O)C1CC(=O)N1CCN(c2ccccc2)CC1 (centres undefined)
    21	3	-1	1.0	-8	3	-1	9.2	21	-2	-19
O=C(O)c1ccc(NCc2nc3ccccc3n2CCOc2ccccc2Cl)cc1
    -18	-10	6	-1.9	4	13	4	-1.1	-11	-11	-20
Cc1[nH]n2c(=O)c3c(nc2c1-c1cccc2ccccc12)CCC3
    0	-4	6	-2.6	-31	.	2	1.8	3	-3	-17
CC(=O)Oc1cc(C)cc2oc(=O)cc(-c3ccccc3)c12
    -2	-7	-4	-1.5	-3	2	0	0.7	-16	0	-8
CC(C)C1Nc2ccc(S(=O)(=O)N3CCOCC3)cc2NC1=O (centres undefined)
    -3	-4	-7	-2.1	-4	-35	-2	0.7	-13	4	-3

Additional structures follow:
The line under a structure holds: Rtt109 HAT inh	PvdQ inh	cardiac RTF act	LANA DNA inh	Cardiac RTF inh	PfHsp90 yeast 2	NSD2 HMT inh	CDK5 inh	Mot1-301 SUMO	Keap1 Nrf2 FP	dFosB act
Cc1ccc(SCCSc2ncccn2)cc1
    -7	9	-3	-1.1	-4	16	-3	-0.8	9	-5	2
Cn1c(COc2ccc(Cl)cc2)nnc1SCC(=O)NC1CCCCC1
    7	-7	4	-1.2	-6	7	51*	-3.9	-12	-5	-4
O=C1c2ccccc2NC2(CCCC2)N1N=C1CCCC1
    4	11	-1	0.9	2	-6	-2	-0.2	-1	4	-3
Cc1ccc(Cl)c(OCC(=O)N(C)CC(=O)Nc2ccc(N3CCOCC3)cc2)c1
    -14	-6	3	-0.3	-13	.	11	-1.3	-2	2	-10
N#CC1(Nc2ccc(Br)cc2)CCCC1
    -1	2	-4	-1.0	7	2	-2	-0.3	.	3	0

Screening data (PubChem BioAssay)
